# Screening data deposited in PubChem by Broad Institute.
# CASP6 VEID inh – caspase-6 (human) enzyme inhibition; inhibition, % at 12.5 µM; purified caspase-6, Z-VEID-R110 cleavage fluorescence; 0.53% of 350,000 active;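 active means mean inhibition across replicates at least about 35%, with every replicate also reaching that limit, limit read from the data; inconclusive means only one of the two criteria met; inactive means neither criterion met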;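 further: 0% = median of neutral control wells and 100% = no fluorescence left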
# Target sequence (P55212 24-179 limits assumed): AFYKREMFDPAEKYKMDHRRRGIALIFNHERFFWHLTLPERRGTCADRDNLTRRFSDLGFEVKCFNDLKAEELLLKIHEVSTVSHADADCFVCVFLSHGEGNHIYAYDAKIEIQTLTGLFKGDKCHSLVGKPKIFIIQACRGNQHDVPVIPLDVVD
# Target sequence (P55212 194-293 limits assumed): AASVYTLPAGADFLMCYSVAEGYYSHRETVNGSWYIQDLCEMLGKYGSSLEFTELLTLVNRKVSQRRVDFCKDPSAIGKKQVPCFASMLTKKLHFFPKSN
# esBAF inh – SWI/SNF esBAF complex inhibition. reporter increase, % at 12.5 µM. 2% of 350,000 active. mouse ES cells, Bmi1-luciferase knock-in reporter, 24 h; 100% = twice the neutral-well signal. AID 602393; in the data active means activation above about 40%; inconclusive means no clear call, values can overlap the other calls;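 further: 0% = median of the plate's neutral control wells and 100% = double that signal; a rise in the Bmi1 reporter signal indicates esBAF inhibition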
# Statin myotox sup – protects C2C12 myotubes from simvastatin toxicity. ATP luminescence, 48 h; scaled: DMSO 0, geranylgeraniol control 100. 0.78% of 330,000 active. rescue of ATP level, % at 7.49 µM. AID 602340;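 active means mean ATP rescue above about 67%, or every replicate alone reaching that limit, limit read from the data, passing the limit was not always enough; inconclusive means no clear call, values can overlap the other calls; inactive means mean under the limit and some replicate under it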;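 further: myotubes were challenged with 10 µM simvastatin during compound exposure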
# SIRT5 block – sirtuin-5 (human) deacylase inhibition; 1.1% of 330,000 active; AID 652115; Purified SirT5, succinyl-peptide AMC, trypsin-coupled fluorescence; inhibition, % at 15 µM; in the data active means inhibition above about 15%; inconclusive means no clear call, values can overlap the other calls
# Target sequence (Q9NXA8 whole entry, looked up): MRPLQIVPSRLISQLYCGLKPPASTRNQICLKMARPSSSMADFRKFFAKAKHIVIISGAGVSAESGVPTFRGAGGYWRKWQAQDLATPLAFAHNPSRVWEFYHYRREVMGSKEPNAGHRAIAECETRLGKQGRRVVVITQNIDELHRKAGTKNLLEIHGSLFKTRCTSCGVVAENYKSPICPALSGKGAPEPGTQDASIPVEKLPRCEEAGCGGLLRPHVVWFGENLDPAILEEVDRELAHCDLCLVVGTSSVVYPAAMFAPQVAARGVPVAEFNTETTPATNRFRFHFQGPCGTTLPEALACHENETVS
# S100A4 MyoIIA – inhibitors of human S100A4 binding to myosin IIA peptide. P26447. S100A4/TAMRA-MyoIIA peptide fluorescence polarization. inhibition, % at 10.7 µM. 0.14% of 360,000 active. AID 652163;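 active means mean inhibition of at least 70% across replicates, with every replicate also reaching that level; inconclusive means mean inhibition reaches 70% but some replicates fall short; inactive means mean inhibition below 70%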
# Target sequence (P26447 whole entry, looked up): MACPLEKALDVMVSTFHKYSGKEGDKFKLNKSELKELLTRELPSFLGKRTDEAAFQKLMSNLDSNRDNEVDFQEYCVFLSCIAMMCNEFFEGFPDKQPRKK
#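 Test system – S100A4 monomer (human) · Compound – single-point compound testing · Schedule – 5 min incubation before reading · Probe or stimulus – TAMRA-labelled myosin IIA heavy-chain peptide probe, 5 nM · Benchmarks – neutral control DMSO, positive control TFP · Medium – Calcium-containing HEPES buffer, pH 7.2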
# LGR2 inh – blocks bursicon-induced cAMP signaling via Drosophila LGR2; HEK293 LGR2, CRE-luciferase, bursicon-stimulated, 4 h; inhibition, % at 9.99 µM; 0.35% of 380,000 active; AID 720647;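 active means drop in luminescence signal, shown as inhibition above about 50% in the replicate tests, limit read from the data, passing the limit was not always enough; inconclusive means probably only some replicates passing the limit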;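 further: agonist challenge used bursicon conditioned medium at about half maximal strength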
# FN deposit inh – fibronectin deposition inhibition; inhibition, % at 12.6 µM; AH1F fibroblasts, Alexa488-fibronectin deposition fluorescence, overnight; 0.086% of 350,000 active; AID 743247;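 active means mean inhibition across replicates of 30% or more, regardless of how many single replicates reach that level; inconclusive means mean under 30% yet at least half of replicates reach 30%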;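 further: positive control wells lacked labelled fibronectin entirely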
#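 test system = AH1F fibroblasts assembling fluorescent fibronectin matrix | quantity = 10000 AH1F cells per well | buffer or medium = DMEM plus 2% serum, read in PBS | doses = single dose, pinned | incubation = 1 h cell attachment, overnight exposure to compound and label | detection = fluorescence at 485 nm excitation, 525 nm emission | read-out basis = inhibition from reduced deposited-fibronectin fluorescence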
# Numbers without * were called inactive; ? = inconclusive; / = no result given; & = joins results of further samples. An excerpt; the hit share may differ from the screen's.
SMILES,CASP6 VEID inh,esBAF inh,Statin myotox sup,SIRT5 block,S100A4 MyoIIA,LGR2 inh,FN deposit inh
COc1cc(C(=O)NC(C)c2ccc(S(N)(=O)=O)cc2)ccc1OCC(=O)N1CCOCC1 (configuration not stated),1,-2,-1,1,1,17,/
O=C(CN1C(=O)NC(Cc2c[nH]c3ccccc23)C1=O)Nc1cccc(S(=O)(=O)N2CCCC2)c1 (configuration not stated),0,/,/,-4,3,16,-10
O=C(O)c1ccc(Sc2nnc3ccccn23)c([N+](=O)[O-])c1,-3,-4,-11,1,37,9,3
COCC(=O)Nc1ccc2c(c1)OC[C@H](C)N(CCC(F)(F)F)C[C@H](C)[C@@H](OC)CN(C)C2=O,0,-3,0,-3,10,28,/
CCCC(c1nnnn1C(C)(C)C)N1CCN(C(=O)c2ccco2)CC1 (configuration not stated),3,/,/,0,-10,11,-1
COC(=O)C[C@@H]1C[C@@H]2c3cc(NS(=O)(=O)c4ccccc4)ccc3O[C@@H]2[C@@H](CO)O1,1,-3,15,-2,?,-15,0&0
O=C(N/C(=C/c1cccc(Br)c1)C(=O)N1CCOCC1)c1ccco1,-3,0,-12,1,3,5,-7
COC(=O)c1c(C(=O)OC)c(-c2ccc(Br)cc2)n2c1CS(=O)C2 (configuration not stated),-3,-4,3,-7,7,1,1
Cc1ccc(C)c(OCC(=O)N(C)CC(=O)Nc2ccc(Cl)c(C(F)(F)F)c2)c1,2,-9,-2,4,2,0,5
O=C([C@@H]1[C@@H](CO)[C@@H]2Cn3c(cccc3=O)[C@H]1N2Cc1cccc(Cl)c1)N1CCCCC1,0,2,-26,-1,0,-10,/
C[C@H]1CN([C@@H](C)CO)C(=O)CCCn2nncc2CO[C@H]1CN(C)Cc1cccc(C(F)(F)F)c1,0,-2,17,-1,-11,-6,1
C[C@H]1CN([C@@H](C)CO)C(=O)c2cc(NC(=O)C3CCCCC3)ccc2O[C@H]1CN(C)Cc1ccc(C(=O)O)cc1,5,-5,12,-4,-1,1,/
CCOC(=O)CC(C)(C)/C(C)=N/Nc1ccc([N+](=O)[O-])cc1[N+](=O)[O-],/,/,/,-6,-4,6,-4
CC(C)NC(=O)Nc1cccc2c1O[C@H](CN(C)C(=O)Nc1ccc(F)cc1)[C@@H](C)CN([C@@H](C)CO)C2=O,-1,3,-23,-3,11,0,/
Cc1cc(C)c(C)c(S(=O)(=O)N2CCC(C(=O)N3CCCCCCC3)CC2)c1C,-1,-5,-1,2,-2,11,-6
COc1ccc(NC(=O)N(Cc2cc3cc(C)ccc3[nH]c2=O)CC2CCCO2)cc1 (configuration not stated),1,/,/,6,-6,11,-8
O=C(NCC(=O)N1CCCCCCC1)c1ccco1,-3,24,5,-5,0,-23,-8
CCc1nnc(NC(=O)C(NS(=O)(=O)c2ccccc2)C(C)C)s1 (configuration not stated),-2,-1,-11,-3,1,-9,-18
O=[N+]([O-])c1ccc(CSc2ccccn2)cc1,1,27,-6,-4,-6,-30,4
COc1ccc(S(=O)(=O)N2CC[C@H]3[C@@H](CO)N(C)c4ccc(C#Cc5ccccc5OC)cc4[C@H]32)cc1,/,1,36,/,/,-14,-18
C[C@H](NC(=O)C[C@@H]1CC[C@@H]2[C@H](COC[C@H](O)CN2C)O1)c1ccccc1,0,1,5,14,-6,-1,-9
Cc1nc2ccccc2n1CSc1ccccc1,-1,/,/,/,7,-3,14
O=C(Nc1cccc(C(=O)O)c1)/C(=C\c1ccco1)NC(=O)c1ccccc1,13,-1,4,-3,7,-22,0
CO[C@H]1CN(C)C(=O)c2cc(NC(=O)c3cnccn3)ccc2OC[C@@H](C)N(C(C)=O)C[C@@H]1C,-1,-6,-20,/,1,0,-1
COc1ccc(/C=N\NC(=O)c2ccc(-c3ccccc3)cc2)cc1COC(C)=O,0,/,/,-3,-2,-11,3
COc1ccc(C(=O)N2CCCCC2c2cc(C(=O)Nc3ccc(F)c(Cl)c3)no2)cc1 (configuration not stated),7,3,-2,0,-3,1,5
CCC(=O)Nc1ccc2c(c1)C(=O)N(C)C[C@@H](OC)[C@H](C)CN(C(=O)c1ccncc1)[C@@H](C)CO2,0,-3,4,-4,1,4,3
O=C(O)c1cc(Br)ccc1NN=C1CCCCC1,2,/,/,3,-2,-2,2
Cc1ccc(C(=O)Nc2ccc(S(=O)(=O)Nc3ncccn3)cc2)cc1[N+](=O)[O-],-3,-8,-8,-5,-8,-4,21
Cc1cc(C)cc(OCC(=O)N2CCCCCC2)c1,/,8,9,/,/,-3,7
CCOC(=O)C(CCCCC(NC(C)=O)(C(=O)OCC)C(=O)OCC)(NC(C)=O)C(=O)OCC,2,-7,-2,-4,1,5,-3
O=C(O)Cc1nc(-c2cccnc2)sc1-c1ccc(Br)cc1,7,-12,-10,-2,5,-10,-1
O=C(O)CCCC(=O)Nc1ccc(OCc2nc3ccccc3s2)cc1,17,31,1,2,0,-77,-4
COc1ccc(CCNC(=O)C2CCN(S(=O)(=O)N3CCC(C)CC3)CC2)cc1OC,0,2,-19,-4,37,-16,-2
CCOC(=O)C(=O)c1csc(NC(=O)COc2ccc(N(C)S(=O)(=O)c3ccc(F)cc3)cc2)n1,/,-2,7,/,/,/,-8
NC(=O)N/N=C/c1sc(N2CCCCC2)nc1-c1cccs1,9,24,-8,4,-13,-23,-20
C[C@@H]1CN([C@@H](C)CO)C(=O)Cc2cc(NC(=O)Nc3cccc4ccccc34)ccc2O[C@H]1CN(C)S(=O)(=O)c1cccs1,/,-1,-11,/,/,0,/
COc1ccc(C23NCCN2C(=O)c2ccccc23)cc1 (configuration not stated),-3,-2,-9,0,-2,-3,2
Cc1ccc(CS(=O)Cc2ccc(C(=O)NCCCc3ccccc3)o2)cc1 (configuration not stated),0,-1,34,/,8,16,4
CC1(C)O[C@@H]2C[C@H]3[C@@H]4C[C@H](F)C5=CC(=O)CC[C@]5(C)[C@H]4[C@@H](O)C[C@]3(C)[C@]2(C(=O)CO)O1,/,-4,2,-5,-10,6,-3
Cc1ccc(S(=O)(=O)NC23CC4CC(CC(C4)C2)C3)cc1,-2,-1,1,-2,0,9,7
O=C(COc1cc2oc(=O)c3c(c2cc1Cl)CCC3)Nc1ccc(CN2CCOCC2)cc1,-1,-4,-1,-5,-10,4,9
O=C(C[C@H]1C[C@H]2c3cc(NC(=O)Nc4ccccc4F)ccc3O[C@H]2[C@@H](CO)O1)NCCc1ccccc1,0,-4,1,3,1,1,/
COc1ccc(S(=O)(=O)Nc2ccc3c(c2)C(=O)N([C@H](C)CO)C[C@H](C)[C@H](CN(C)CC2CCCCC2)O3)cc1,1,-2,24,2,-37,8,/
CCOC(=O)CSc1ccc(S(=O)(=O)N(CC)CC)cc1[N+](=O)[O-],/,-5,-6,6,-5,-4,7

# One compound at a time, from the list above. Order of screens: CASP6 VEID inh, esBAF inh, Statin myotox sup, SIRT5 block, S100A4 MyoIIA, LGR2 inh, FN deposit inh
# O=C(C[C@H]1C[C@H]2c3cc(NC(=O)Nc4ccccc4F)ccc3O[C@H]2[C@@H](CO)O1)NCCc1ccccc1 across the screens: 0, -4, 1, 3, 1, 1, /
# C[C@@H]1CN([C@@H](C)CO)C(=O)Cc2cc(NC(=O)Nc3cccc4ccccc34)ccc2O[C@H]1CN(C)S(=O)(=O)c1cccs1 across the screens: /, -1, -11, /, /, 0, /

# Some entries already given, showing only SIRT5 block and esBAF inh:
mol,SIRT5 block,esBAF inh
COc1ccc(S(=O)(=O)Nc2ccc3c(c2)C(=O)N([C@H](C)CO)C[C@H](C)[C@H](CN(C)CC2CCCCC2)O3)cc1,2,-2
CCOC(=O)CSc1ccc(S(=O)(=O)N(CC)CC)cc1[N+](=O)[O-],6,-5

# Continued:
SMILES,CASP6 VEID inh,esBAF inh,Statin myotox sup,SIRT5 block,S100A4 MyoIIA,LGR2 inh,FN deposit inh
COc1cc(/C=N/Nc2nc3ccccc3s2)ccc1OC(=O)c1ccccc1F,-2,/,/,-1,-1,-75,3
COc1ccc(/C=C2/C(=O)N(c3c(F)c(F)c(F)c(F)c3F)N=C2C)cc1,6,-13,18,-1,-11,1,-12
O=C(c1ccccc1Cl)N(C(=O)c1ccccc1Cl)c1nccc(-c2cccs2)n1,/,2,3,/,/,/,-1
CCCCn1c(N)c(N(CCOC)C(=O)c2c(-c3ccccc3)noc2C)c(=O)[nH]c1=O,3,/,-2,-3,7,-18,/
Cc1ccc(C)c(N(C(=O)c2csnn2)C(C(=O)NC2CCCCC2)c2ccncc2)c1 (configuration not stated),-2,-1,-5,-1,5,20,8
O=C(Cc1cccc(NC(=O)C2CCN(C(=O)C3CC3)CC2)c1)Nc1cccc(C(=O)N2CCCCC2)c1,-3,3,7,-1,1,/,-3
C=CCOC(=O)[C@H]1[C@@H]2C(=O)O[C@@H](c3ccccc3)[C@@H](c3ccccc3)N2[C@@H](c2ccc(OCCOC(=O)[C@@H]3C[C@@H]4C(=O)NCC(=O)N4[C@@H]3c3cccc(OCCO)c3)cc2)[C@]12C(=O)Nc1ccc(I)cc12,1,/,/,-1,-1,/,/
CCOC(=O)Cn1c2ccc(F)cc2c2nc(C)sc21,-3,1,4,-1,-1,5,6
CCCCCCN1C[C@@H](O)[C@H](n2cc(COC(=O)c3ccccc3)nn2)C[C@@H]1c1ccc(OC)cc1,-3,3,6,-3,-11,-16,-2
CCCC#Cc1ccc2c(c1)O[C@@H](CN(C)S(C)(=O)=O)[C@H](C)CN([C@H](C)CO)S2(=O)=O,0,6,/,-3,-2,-24,-6
C=CCOc1ccc(C(=O)Nc2ccccc2C(=O)N2CCCC2)cc1,1,/,/,-2,-2,9,-1
CCCc1nc2c3ccccc3ccn2c1Cc1cccc(Cl)c1,5,39,0,1,-8,-15,0
O=C(OC1CCOC1=O)c1cc(-c2ccccc2)nc2ccccc12 (configuration not stated),/,0,10,/,/,/,-10
CO[C@H]1CN(C)C(=O)c2ccc(NC(=O)NC(C)C)cc2OC[C@@H](C)N(Cc2ccccc2)C[C@H]1C,/,0,10,11,-12,1,-2
CNC(=O)Nc1cc(C)nn1C,-3,-1,8,-3,5,12,8
CCCCCCCCCCOC(=O)Cn1c(COc2ccccc2OC)[n+](C)c2ccccc21,-42,-26,-75,6,1,54*,1
COc1ccc(-c2ccnc3[nH]n(-c4ccccc4)c(=O)c23)cc1,-1,1,7,-1,1,-5,0
Cc1ccc(C#CC[N+]2(CC#Cc3ccc(C)cc3)CCCCC2)cc1,-10,/,/,/,-4,23,0
O=C1CCC/C1=C\Nc1ccc(Cl)c([N+](=O)[O-])c1,4,10,0,1,-7,-2,-8
CCOC(=O)C1=C(C)N(CC(C)C)C(=O)/C1=C\c1ccc(OCC(=O)Nc2ccccc2)cc1,/,8,7,/,/,/,0
COc1ccccc1NC(=O)Cn1c2ccc(F)cc2c2nc3n(c(=O)c21)CCS3,-1,-5,1,-1,0,13,4
Cc1nc(CSc2nnc(Nc3cccc(C)c3C)s2)cs1,-2,/,/,-1,17,-9,3
O=C(C[C@@H]1C=C[C@@H](NC(=O)Nc2ccccc2F)[C@@H](CO)O1)NCc1ccc(-c2ccccc2)cc1,0,-4,-4,1,-80,-16,-7
Clc1ccc(C2CC(c3cccs3)n3ncnc3N2)cc1Cl (configuration not stated),11,-1,20,/,-9,-20,-18
O=C(Nc1ccc(Cl)cc1)N[C@H]1CC[C@H](CCNC(=O)c2ccccc2F)O[C@H]1CO,0,-9,2,3,-1,-5,/
Cc1cc(C(=O)NNC(=O)c2nn(C)c(=O)c3ccccc23)c(C)o1,-3,-1,9,-3,1,-4,-10
CCCc1ccc(C(=O)O/N=C(\N)c2ccccn2)cc1,0,-81,-31,-1,3,103*,-12
CN1CCc2c(sc3c2c(=O)n(-c2ccc(Cl)cc2)c2nncn32)C1,/,-8,3,/,/,/,-11
COc1ccc(N2C(=O)C(Cl)=C(Nc3ccccc3OC)C2=O)cc1,/,6,2,/,/,22,1
